Pin1 inh = blocks the human prolyl isomerase Pin1. Q13526. Pin1 FP peptide displacement, HiFluor488, 10 min. Potency, µM (titrated, usually from 115 µM), inactives show at the highest dose activity, negative = inhibition, usual class: inhibitors. 390,000 tested, 0.009% active. AID 504891; active means well fitted inhibition curve with a large enough effect in the polarisation, with a control signal flat, not every such curve was filed as active; inconclusive means small, poorly fitted or top-dose-only effect, or effect the other way, or a change in a side signal; inactive means no such curve, though single readings can be large or run the other way; the % refers to the polarisation; further: on the % scale 0 is the no-effect control and ±100 the full control effect
Target sequence (Q13526 whole entry, looked up): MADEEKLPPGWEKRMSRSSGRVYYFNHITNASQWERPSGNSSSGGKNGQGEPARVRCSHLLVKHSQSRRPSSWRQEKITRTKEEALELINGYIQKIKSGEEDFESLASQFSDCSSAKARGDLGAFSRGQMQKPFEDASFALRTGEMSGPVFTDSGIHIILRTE
ERG-DNA inh = blocks human ERG Ets domain binding to DNA; 370,000 tested, 0.028% active; fluorescence polarization, His-ERG Ets domain / labelled DNA; Potency, µM (top dose mostly 76.9 µM), without a hit: top-dose FP activity, negative = inhibition, hits mostly inhibitors; AID 624246; active means well fitted inhibition curve with a large enough effect in the polarisation, with a control signal flat; inconclusive means small, poorly fitted or top-dose-only effect, or effect the other way, or a change in a side signal; inactive means no such curve, though single readings can be large or run the other way; the % refers to the polarisation;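 further: polarization taken with two DNA probes labelled with fluorescein and Texas red; % of control where 0% means no effect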
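His-tagged ERG Ets domain (1 uM in the protein solution; 300mM KCl, 50mM Tris-HCl, 1mM EDTA, 1mM DTT, pH 7.5) received compound, then a probe mix of 5 nM fluorescein-DNA and 100nM Texas-615-DNA. Fluorescence polarization was read for both dyes.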
JMJD2A Tudor inh = JMJD2A Tudor domain (human) inhibition; O75164; AlphaScreen JMJD2A-Tudor / H3K4me3 peptide binding; Potency, µM (top dose mostly 114 µM), without a hit: top-dose activity change, negative = inhibition, actives largely listed as inhibitors; 390,000 tested, 4.4% active; AID 504339; further: on the % scale 0 is the no-effect control and ±100 the full control effect; nearly all actives have a fitted effect of over 50% in size
GLS inhibitor = blocks human kidney-isoform glutaminase activity. O94925. Potency, µM (titrated, usually from 45.5 µM), for inactives: at the top dose activity change, negative = inhibition, most hits filed as inhibitors. GLS enzymatic activity, qHTS titration. 410,000 tested, 0.21% active; further: on the % scale 0 is the no-effect control and ±100 the full control effect
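Glutamate formation by hKGA was monitored fluorometrically using coupled glutamate oxidase, HRP and Amplex Red. Substrate was added as 1 mM L-glutamine solution; incubation was 30 min at RT after an initial read.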
HP1b binding inh = inhibitors of HP1-beta chromodomain binding to methylated histone tails. 390,000 tested, 0.56% active. AID 540317. AlphaScreen HP1-beta / biotin-H3K9me3 peptide binding. P83916. Potency, µM (doses to about 114 µM), for inactives: at the top dose activity change, negative = inhibition, most hits filed as inhibitors; further: nearly all actives have a fitted effect of over 70% in size; inactives centre near 23
Target sequence (P83916 whole entry, looked up): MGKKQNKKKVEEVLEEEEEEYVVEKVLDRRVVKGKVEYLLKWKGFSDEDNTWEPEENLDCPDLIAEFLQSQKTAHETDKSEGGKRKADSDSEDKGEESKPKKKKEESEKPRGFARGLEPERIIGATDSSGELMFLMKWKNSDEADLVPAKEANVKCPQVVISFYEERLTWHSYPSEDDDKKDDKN
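Compound inhibition of the preformed complex between 50 nM HP1-beta and 50 nM biotinylated H3K9me3 peptide was read by AlphaScreen. Buffer was PBS pH 7.4 with 0.01% Tween-20. Incubations ran 30 min at room temperature, with 10 ug/mL donor/acceptor beads.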
RGS4 inh = blocks human RGS4-accelerated GTP hydrolysis. 390,000 tested, 0.039% active. AID 504845. Potency, µM (top dose mostly 114 µM), for inactives: at the top dose activity change, negative = inhibition, usual class: inhibitors. P49798. Transcreener GDP fluorescence polarization, RGS4-accelerated GTP hydrolysis; further: on the % scale 0 is the no-effect control and ±100 the full control effect; nearly all actives have a fitted effect of over 75% in size; some results filed as inactive show a strong effect at the top dose
Target sequence (P49798 whole entry, looked up): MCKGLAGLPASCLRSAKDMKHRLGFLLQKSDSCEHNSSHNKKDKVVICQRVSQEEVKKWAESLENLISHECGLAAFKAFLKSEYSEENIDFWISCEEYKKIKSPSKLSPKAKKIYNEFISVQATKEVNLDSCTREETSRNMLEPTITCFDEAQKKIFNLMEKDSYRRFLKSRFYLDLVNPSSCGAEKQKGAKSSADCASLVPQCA
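MLSMR compounds (23 nl, pin-transferred) preincubated 10 min at room temperature with a 500nM (2x) first reagent, then RGS4 at 900nM (2x) plus Transcreener GDP mix added; fluorescence polarization (620/688 nm) read before and after 90 min at 30 °C.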
TrxR1 inh = blocks rat thioredoxin reductase 1. recombinant rTrxR1, NADPH fluorescence consumption, selenite substrate. Potency, µM (series often up to 114 µM), inactives show top-dose activity change, negative = inhibition, usual class: inhibitors. 390,000 tested, 1% active. AID 588453; further: on the % scale 0 is the no-effect control and ±100 the full control effect; nearly all actives have a fitted effect of over 65% in size
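Rat TrxR1 (90 nM in the dispensed reagent) was pre-reduced with 400 uM NADPH for 5 min at room temperature, then incubated with compound for 15 min. After 400 uM selenite was added, NADPH fluorescence (Ex 340/Em 450 nm) was followed for 8 min.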
Tb PGK inh = inhibitors of T. brucei phosphoglycerate kinase | Potency, µM (titrated, usually from 57.5 µM), for inactives: top-dose activity change, negative = inhibition, actives largely listed as inhibitors | P07378 | PGK/GAPDH coupled, Kinase-Glo luminescence, 60 min | 380,000 tested, 0.043% active; further: on the % scale 0 is the no-effect control and ±100 the full control effect; nearly all actives have a fitted effect of over 60% in size
Target sequence (P07378 whole entry, looked up): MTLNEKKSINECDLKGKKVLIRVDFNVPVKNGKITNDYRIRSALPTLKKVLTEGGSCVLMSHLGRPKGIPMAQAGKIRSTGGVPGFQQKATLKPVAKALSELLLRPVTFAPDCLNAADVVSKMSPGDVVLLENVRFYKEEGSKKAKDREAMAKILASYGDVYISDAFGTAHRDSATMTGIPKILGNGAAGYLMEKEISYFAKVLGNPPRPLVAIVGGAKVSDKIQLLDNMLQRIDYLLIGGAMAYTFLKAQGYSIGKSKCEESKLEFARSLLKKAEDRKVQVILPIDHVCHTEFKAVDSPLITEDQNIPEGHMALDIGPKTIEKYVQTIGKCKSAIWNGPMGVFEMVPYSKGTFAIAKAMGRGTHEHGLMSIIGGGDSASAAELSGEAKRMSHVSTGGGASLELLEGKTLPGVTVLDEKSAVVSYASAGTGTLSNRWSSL
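Luminescent ATP detection (Kinase-Glo Plus) follows a 60-minute room-temperature incubation, with wells lacking PGK as controls. Buffer: 100 mM TEA (pH 7.6), 5 mM MgCl2, 0.01% Tween-20. Coupling enzyme GAPDH (100 nM final) supplies unstable 1,3-BPG in-well.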
ALOX12 inh = inhibitors of human 12S-lipoxygenase ALOX12 | 580,000 tested, 1.1% active | purified 12hLO, xylenol orange hydroperoxide absorbance | P18054 | Potency, µM (series often up to 108 µM), without a hit: at the highest dose activity change, negative = inhibition, most hits filed as inhibitors; further: on the % scale 0 is the no-effect control and ±100 the full control effect
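Purified human 12hLO (150 nM final) in 25 mM Hepes, 0.01% Triton X-100, pH 7.0 was preincubated 15 min at room temperature with compound. Then 40 uM arachidonic acid was added, 30 min. Hydroperoxide was read by Fe-XO absorbance ratio 573/405 nm.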
* = called active by the depositor; i = inactive; ? = inconclusive; . = not tested or not shown; & = joins results of further samples; [ ] = another dose, or the depositor's remark. Unless noted, the call rests on the fitted dose curve; in most records, active means well fitted curve in the direction sought with a large enough effect; inconclusive means small, poorly fitted or top-dose-only effect, or another doubt; inactive means no such curve, though single readings can be large; an effect the other way counts as inactive or inconclusive. Potency means the concentration at half of the fitted maximal effect. A portion of the library; the hit share may differ from the screen's.

SMILES	Pin1 inh	ERG-DNA inh	JMJD2A Tudor inh	GLS inhibitor	HP1b binding inh	RGS4 inh	TrxR1 inh	Tb PGK inh	ALOX12 inh
Cc1ccc(C)c(N2CCN(C(=O)c3ccc4c(c3)N(Cc3ccc(F)cc3)C(=O)c3ccccc3S4=O)CC2)c1 (centres undefined)	2%	12%	-28%	-4%	8%	-20%	46%[activator]	-9%	-28%
Cc1ccc(S(=O)(=O)N(CC(=O)Nc2cccnc2)c2cccc(Br)c2)cc1	11%	1%	-33%	1%	17%	-14%	2%	-1%	-6%
CCc1c(C(=O)Nc2cc(C)cc(C)c2)[nH]c(C)c1C(C)=O	-8%	-6%	-32%	-3%	14%	-22%	11%[57.1 µM]	7%	13%
CCn1nnnc1NCc1ccc(Cl)cc1	3%	-1%	-5%	1%	54%[activator]	-20%	1%[57.1 µM]	i	-3%
O=C(NCCSCc1ccccc1)c1cc(S(=O)(=O)N2CCOCC2)ccc1F	3%	-1%	-10%	-4%	81%[activator]	-15%	33%	i	18%
CC(C)(C)c1ccc(C(=O)NNC(=S)NCc2ccco2)cc1	2%	-15%	-22%	-4%	18%	-28%	9%	1%	114%[activator]
CCOC(=O)C1CCCN(C(=O)CN2C(=O)c3ccccc3S2(=O)=O)C1 (centres undefined)	-3%	-4%	13%	-4%	46%[activator]	-9%	12%	-4%	-21%
COc1ccc(NC(=O)c2cc([N+](=O)[O-])nn2Cc2ccccc2)c(C)c1	-5%	0%	-32%[11.4 µM]	-11%	-2%	2%[11.4 µM]	11%[57.1 µM]	i	?
COc1ccccc1Nc1ncc2c(n1)CCN(Cc1ccc(C)s1)C2	-9%	1%	-13%	-3%	28%	11%	3%[57.1 µM]	.	-23%
COc1cccc(N2C(=O)Nc3ccccc3C2(O)C(=O)NCc2ccc3c(c2)OCO3)c1 (centres undefined)	1%	5%	3%	-12%	26%	-14%	13%	-10%	0%
COC(=O)c1ccccc1NC(=S)NC(=O)c1cccc2ccccc12	32%[activator]	0%	-16%[11.4 µM]	45%[activator]	-20%	-25%[11.4 µM]	-13%[57.1 µM]	0%	32µM*
N#Cc1nc(Cc2ccccc2)oc1NCc1ccccc1	-2%	-8%	-17%[57.1 µM]	-4%	?	7%[11.4 µM]	26%[57.1 µM]	i	0%
CCC(C(=O)NC1CCCC1)N(C(=O)Cn1nnc(-c2ccc(C)o2)n1)c1cnc2ccccc2c1 (centres undefined)	41%[activator]	7%	-13%	1%	31%	-16%	1%	-10%	-44%
C=CCn1c(SCc2c(C(=O)OC)sc(N)c2C(=O)OC)nnc1-c1ccc(Br)cc1	18%	15%	-28%	-10%	5%	21%	6%[57.1 µM]	-6%	?
O=C(Cc1cn(Cc2cccc(Cl)c2)c2ccccc12)N1CCCCCC1	3%	-5%	-15%	7%	5%	-2%	-15%	15%	-29%
Cc1cccc(/C(N)=N/OC(=O)CCc2ccccc2)c1	0%	.	136%[activator]	1%	137%[activator]	6%	29%	3%[11.5 µM]	5%
COc1ccccc1N1CCN(C(=O)Cn2c(=O)n3nc(-c4ccc(C)cc4)nc3c3ccccc32)CC1	-4%	4%	2%	-9%	30%	-9%	7%[57.1 µM]	i	-13%
CCOC(=O)C1=NN(C(=O)COc2ccccc2)C(O)(c2ccc(Cl)cc2)C1 (centres undefined)	0%	?	-22%	-37%	26%	-36%	5%[57.1 µM]	1%	0%
O=C1CN(C(=O)/C=C/c2ccc(Cl)cc2)c2ccccc2N1	5%	-1%	-22%	5%	17%	6%	-4%	-4%	?
Cc1cccc(-c2nnc(SC(C)C(=O)N3CCOCC3)o2)c1 (centres undefined)	2%	-2%	-12%	-2%	16%	-4%	1%	-10%	i

Rewritten comma-delimited: 9 of the compounds above.
compound,Pin1 inh,ERG-DNA inh,JMJD2A Tudor inh,GLS inhibitor,HP1b binding inh,RGS4 inh,TrxR1 inh,Tb PGK inh,ALOX12 inh
Cc1ccc(C)c(N2CCN(C(=O)c3ccc4c(c3)N(Cc3ccc(F)cc3)C(=O)c3ccccc3S4=O)CC2)c1 (centres undefined),2%,12%,-28%,-4%,8%,-20%,46%[activator],-9%,-28%
Cc1ccc(S(=O)(=O)N(CC(=O)Nc2cccnc2)c2cccc(Br)c2)cc1,11%,1%,-33%,1%,17%,-14%,2%,-1%,-6%
CCc1c(C(=O)Nc2cc(C)cc(C)c2)[nH]c(C)c1C(C)=O,-8%,-6%,-32%,-3%,14%,-22%,11%[57.1 µM],7%,13%
CCn1nnnc1NCc1ccc(Cl)cc1,3%,-1%,-5%,1%,54%[activator],-20%,1%[57.1 µM],i,-3%
O=C(NCCSCc1ccccc1)c1cc(S(=O)(=O)N2CCOCC2)ccc1F,3%,-1%,-10%,-4%,81%[activator],-15%,33%,i,18%
CC(C)(C)c1ccc(C(=O)NNC(=S)NCc2ccco2)cc1,2%,-15%,-22%,-4%,18%,-28%,9%,1%,114%[activator]
CCOC(=O)C1CCCN(C(=O)CN2C(=O)c3ccccc3S2(=O)=O)C1 (centres undefined),-3%,-4%,13%,-4%,46%[activator],-9%,12%,-4%,-21%
COc1ccc(NC(=O)c2cc([N+](=O)[O-])nn2Cc2ccccc2)c(C)c1,-5%,0%,-32%[11.4 µM],-11%,-2%,2%[11.4 µM],11%[57.1 µM],i,?
COc1ccccc1Nc1ncc2c(n1)CCN(Cc1ccc(C)s1)C2,-9%,1%,-13%,-3%,28%,11%,3%[57.1 µM],.,-23%

The results go on.
SMILES	Pin1 inh	ERG-DNA inh	JMJD2A Tudor inh	GLS inhibitor	HP1b binding inh	RGS4 inh	TrxR1 inh	Tb PGK inh	ALOX12 inh
O=C(CCCn1c(SCc2cc(=O)n3cc(Cl)ccc3n2)nc2ccccc2c1=O)NCC1CCCO1 (centres undefined)	-5%	-10%	-12%	5%	15%	39%	-3%	-5%	-5%
Cc1nc2ncnn2c(C)c1Cc1ccc(Cl)cc1F	3%	-5%	-9%	4%	23%	10%	1%	-1%	0%[57.4 µM]
O=C(CSCc1nc2ccccc2[nH]1)Nc1ccccc1	2%	0%	-12%	19%	25%	6%	-1%	19%	15%
O=C(COC(=O)c1ccc(F)cc1)Nc1ccc(Cl)cn1	0%	14%	-13%	1%	-6%	1%	23%	i	-1%
Cc1cc(-c2nnc(CCC(=O)NCCc3ccccc3F)o2)no1	0%	-12%	7%	7%	47%[activator]	18%	1%	-6%	-6%
S=C(Nc1ccccc1)c1ccccn1	0%	-1%	56µM*	18%	?	?	4%	-5%	0%
COc1ccc(-c2csc(NC(=O)c3ccccc3C(=O)O)n2)cc1	-3%	11%	-22%	6%	23%	1%	17%	i	-13%
O=C(Nc1ccc2c(c1)OCCO2)C(=O)c1c[nH]c2ccccc12	0%	22%	-11%	-2%	25%	-43%	21%	-8%	59%&30%[activator]
COC(=O)c1ccc(CSc2nnc3n(Cc4ccccc4OC)c(=O)c4ccccc4n23)o1	7%	-1%	-23%	0%	10%	1%	-11%[57.1 µM]	-6%	-5%
COC(=O)c1ccccc1S(=O)(=O)Nc1ccc(OC)nc1	1%	-5%	14%	-1%	25%	5%	10%	4%	0%

Complete entries, looked up by structure. Order of values: Pin1 inh, ERG-DNA inh, JMJD2A Tudor inh, GLS inhibitor, HP1b binding inh, RGS4 inh, TrxR1 inh, Tb PGK inh, ALOX12 inh
`O=C(CCCn1c(SCc2cc(=O)n3cc(Cl)ccc3n2)nc2ccccc2c1=O)NCC1CCCO1` (centres undefined) in the list: -5%, -10%, -12%, 5%, 15%, 39%, -3%, -5%, -5%
`Cc1nc2ncnn2c(C)c1Cc1ccc(Cl)cc1F` in the list: 3%, -5%, -9%, 4%, 23%, 10%, 1%, -1%, 0%[57.4 µM]

Carrying on:
SMILES	Pin1 inh	ERG-DNA inh	JMJD2A Tudor inh	GLS inhibitor	HP1b binding inh	RGS4 inh	TrxR1 inh	Tb PGK inh	ALOX12 inh
CC(C)C(=O)Nc1ccc(NC(=O)c2cccs2)cn1	-14%	0%	-28%	16%	32%[activator]	15%	0%	10%	45µM*
CCOC(=O)/C(C#N)=N\Nc1cc(Cl)ccc1OC	?	5%	-5%	1%	38%	4%	16%	4%	371%[activator]
O=C(NCCc1csc(-c2ccc(F)cc2)n1)c1cccc(F)c1	0%	-5%	-6%	-4%	27%[57 µM]	-5%	8%[57.1 µM]	-2%	-9%
O=C(CN1C(=O)C2CC=CCC2C1=O)OCc1cc(=O)n2cc(Br)ccc2n1 (centres undefined)	-7%	7%	-28%	-1%	20%	16%	4%	-5%	1%
Cc1ccc(CN2CCN(Cc3nc4c(s3)CCCC4)CC2CCO)cc1 (centres undefined)	-1%	-2%	-7%	9%	13%	-5%	0%[57.1 µM]	-3%	-25%
Cc1onc(-c2ccccc2)c1C(=O)N(C)CCc1ccccn1	-2%	0%	-6%	0%	23%	4%	3%	-3%	-5%
O=C1/C(=C/c2cccnc2)Oc2cc(OS(=O)(=O)c3ccc(F)cc3)ccc21	-23%	4%	40µM*	-3%	-8%	-24%	8%	-4%	6%
CCOC(=O)CC(=O)CSc1ccc2nnc(-c3cccc(F)c3)n2n1	11%	7%	-1%	12%	12%	26%	15%	-6%	-22%
c1ccc(COc2ncnc3c2ncn3CCCNCCN2CCOCC2)cc1	-1%	-2%	-26%	1%	9%	4%	3%	-2%	16%

High-throughput results deposited in PubChem by National Center for Advancing Translational Sciences (NCATS).
